MgcRacGAP inhibition: MgcRacGAP GTPase-activating activity inhibitors, confirmation, biochemical, ADP Hunter fluorescence; Rac GTPase-activating protein 1 (Homo sapiens); MgcRacGAP-stimulated Rac1 GTP hydrolysis, ADP Hunter fluorescence; higher % means a stronger effect; GST-tagged Rac1 F28L mutant substrate; inhibition, % at 30 µM, or IC50 in µM where a hit was titrated; 340,000 compounds, 0.6% hits;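 active = first-screen hits whose inhibition reached a set limit at any dose in the follow-up dose series; inconclusive = inhibition above the set first-screen limit but never retested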;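 also: fluorescence reports GDP produced by GAP-driven GTP hydrolysis; strong numbers were not always called active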
RSV CPE inhibition: RSV antiviral activity via CPE protection, HEp-2 cells, primary 10 µM value included (AID 2391); HEp-2 cells, RSV-induced CPE inhibition; higher % means a stronger effect; CPE inhibition, % at 10 µM; hits with a dose series show IC50 in µM; 310,000 compounds, 0.13% hits; in the data active = a potency from the dose series; inconclusive = CPE inhibition mostly from about 23% at the one dose, without a potency; inactive = the rest, 99 in 100 with CPE inhibition below about 21%; also: strong numbers were not always called active
West Nile virus CPE: West Nile virus antiviral activity, cell-based, CPE readout (AID 1621); West Nile virus-infected cells, CPE inhibition; higher % means a stronger effect; one-dose CPE inhibition, % at 10 µM; IC50 in µM for titrated hits; 290,000 compounds, 0.02% hits; in the data active = a potency from the dose series; inconclusive = CPE inhibition mostly from about 3.7% at the one dose, without a potency; inactive = the rest, 99 in 100 with CPE inhibition below about 2.2%; also: strong numbers were not always called active
Myeloid diff 2: induction of myeloid progenitor differentiation, primary screen, cell-based, flow cytometry, MLPCN library. 360,000 compounds, 1% hits. calls only at 10 µM. ER-HoxA9 myeloid progenitors, lysozyme-GFP differentiation;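 active = normalized GFP-positive differentiation at or above the plate's own cutoff, the solvent-only control mean plus 3 SD; inconclusive = no clear call, values can overlap the other calls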;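 also: cells exposed to compound for four days before flow analysis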
bCat nuc transl: modulators of beta-catenin nuclear translocation, primary screen, imaging, HeLa cells, immunofluorescence, high-content. 190,000 compounds, 0.3% hits. nuclear translocation activity, % at 5 µM;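 active = nuclear translocation activity above 50% at 5 µM, with a well cell count of 50 or more; inconclusive = wells under 50 cells across six images, flagged as toxic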;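 also: per-cell ratio of nuclear to cytoplasmic median beta-catenin stain intensity; plate controls were DMSO negative control for no effect and GSK-3 inhibitor IX positive control for full effect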
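Test system: HeLa cells, endogenous beta-catenin; Compound: single 5 µM dose plus 0.02–20 µM confirmation series; Times: compound exposure 24 h at 37°C; Signal: fluorescence imaging of beta-catenin antibody stain plus DAPI; Read-out: % activation, nuclear-to-cytoplasmic median beta-catenin signal ratio per cell.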
Salmonella PhoP GFP: inhibitors of PhoP regulon expression, primary screen, Salmonella Typhimurium, GFP reporter (AID 1863); S. Typhimurium PhoP-regulated promoter GFP reporter, 4 h; higher % means a stronger effect; inhibition, % at 50 µM; hits with a dose series show IC50 in µM; 300,000 compounds, 0.16% hits;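 active = inhibition over 29.93%, a cutoff 3 SD above the screen mean, later confirmed by dose response; inconclusive = inhibition over 29.93% but no dose response follow-up; inactive = inhibition at most 29.93% or unconfirmed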;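 also: 0% = low Mg2+ inducing control and 100% = high Mg2+ repressing control; strong numbers were not always called active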
Large T inhibition: SV40 large T antigen inhibitors, biochemical (AID 1903); SV40 large T antigen ATPase/helicase inhibition assay; higher % means a stronger effect; inhibition, % at 20 µM; hits with a dose series show IC50 in µM; 310,000 compounds, 0.39% hits; in the data active = a potency from the dose series; inconclusive = inhibition mostly from about 32% at the one dose, without a potency; inactive = the rest, 99 in 100 with inhibition below about 32%; also: strong numbers were not always called active
WT yeast gro inh: growth inhibition of WT strain, primary screen, mitochondrial fusion inhibitor project, WT and mutant strains, chemical genetic | mitochondrial fusion phenotypic screen | inhibition, % at 10 µM | 190,000 compounds, 2.1% hits; in the data active = inhibition above about 58%; tested in S. cerevisiae
T cell HTS: modulators of CD8 T cell-vesicle binding, primary screen, mouse 2C CD8+ T cells, flow cytometry; 330,000 compounds, 0.068% hits; calls only at 7 µM; 2C CD8+ T cell-vesicle binding; active compounds read low; AID 2052, 2009;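 active = response, share of CD8 T cells binding vesicles, and their 90th percentile fluorescence all below set limits, cut at about 80% in these data, passing the limit was not always enough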
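System: murine 2C transgenic CD8+ T lymphocytes; also added: QL9-loaded Drosophila micro-vesicles; times: binding 1.5 h at 37 °C; measured by: flow cytometry, PE anti-B7-1 (FL2) versus Alexa647 anti-CD8 (FL8), PFA-fixed; control set: Peptide-free naked vesicles (low) and QL9 vesicles with 0.7% DMSO vehicle (high)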
WT yeast gro inh mutant strain: further read-out of WT yeast gro inh, marked with its call; inhibition, %; mitochondrial fusion phenotypic screen, mutant strain inhibition
bCat nuc transl cell count 5 µM: second read-out of bCat nuc transl, no call of its own (marks repeat the call); cell count; measured here: cell count, cytotoxicity flag
T cell HTS vesicle-bound %: second read-out of T cell HTS, no call of its own (marks repeat the call); double positive events, %; measured here: CD8+ vesicle-bound cell fraction;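 binding gate set so that unloaded-vesicle control wells show 10% double positive cells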
Myeloid diff 2 GFP+ MAC1+ %: recorded beside Myeloid diff 2, whose call it bears; GFP+ MAC1+ double positive, %; measured here: differentiation confirmed by MAC1 staining
An asterisk follows results filed as active; i = inactive; ? = inconclusive; . = no result given; + = active, no number. Compounds were not picked by outcome. About 3.6% of those tested had a hit in this group.

Compound | MgcRacGAP inhibition | RSV CPE inhibition | West Nile virus CPE | Myeloid diff 2 | Myeloid diff 2 GFP+ MAC1+ % | bCat nuc transl | bCat nuc transl cell count 5 µM | Salmonella PhoP GFP | Large T inhibition | WT yeast gro inh | WT yeast gro inh mutant strain | T cell HTS | T cell HTS vesicle-bound %
COc1ccccc1OCC(=O)NNC(=O)C1CCN(c2ncnc3sc(C)c(C)c23)CC1 | 9% | 3.5% | . | i | 0.4 | . | . | . | . | . | . | i | 37
O=C(N/N=C/c1cccc([N+](=O)[O-])c1)c1cccc(Br)c1 | 12% | 0.9% | 0.0% | i | 0.2 | -0.7 | 1074 | 8% | 18% | 3 | 13 | i | 44
COc1ccc(N2CC(C(=O)Nc3ccc(S(=O)(=O)N4CCOCC4)cc3)CC2=O)cc1 (centres undefined) | 5% | 2.6% | 0.6% | i | 0.5 | -1.2 | 1059 | -5% | 10% | -3 | -10 | i | 41
CN1C(=S)SC(/[N+]([O-])=C\c2ccco2)C1(C)C (centres undefined) | 7% | 0.9% | 0.3% | i | 0.8 | -4.0 | 1146 | 0% | 5% | 6 | 9 | i | 37
O=C(Cn1c(=O)c2ccccc2n(CC(=O)N2CCCCC2)c1=O)N1CCCCC1 | 11% | 0.7% | -0.1% | . | . | -1.0 | 1216 | -10% | 12% | . | . | i | 21
COc1ccc(C)cc1NC(=O)NCCC1=CCCCC1 | 13% | 2.7% | 0.4% | i | 0.7 | 0.1 | 1058 | -8% | -1% | 5 | 9 | i | 31
Cc1ccc(C(=O)NC(C)c2ccc(-n3ccnc3)cc2)o1 (centres undefined) | 4% | 2.8% | . | i | 1.5 | . | . | 0% | -2% | . | . | i | 60
Cc1ccccc1NC(=O)C1CCN(C(=O)N2CCOc3ccccc32)CC1 | -5% | 1.2% | -0.2% | i | 6.2 | . | . | . | 3% | . | . | i | 46
COc1cccc(/C=N/n2c(-c3ccco3)nc3ccccc3c2=O)c1 | 9% | 1.0% | -0.1% | i | 0.7 | -0.8 | 1137 | -10% | 6% | 4 | 9 | i | 44
COCCNC(=O)CNS(=O)(=O)c1ccc2nc(C)sc2c1 | 15% | 1.0% | -0.1% | i | 1.2 | -0.6 | 896 | -5% | 10% | 2 | 6 | i | 35
CCOC(=O)[C@@H]1[C@H]2COc3ccccc3[C@H]2N2C(=O)N(c3cccc(F)c3)C(=O)[C@]12C | 5% | -1.2% | -1.1% | i | 1.2 | . | . | -5% | 19% | . | . | i | 12
CCOC(=O)c1c(O)cc(C)cc1Nc1ccccc1 | 10% | 1.6% | -0.3% | i | 1.7 | . | . | -2% | 6% | . | . | i | 8
CCCCn1c(=O)n(CC(=O)Nc2c(CC)cccc2CC)c(=O)c2c1nc(CO)n2CCC | 7% | 1.3% | -0.3% | i | 0.9 | -0.1 | 1164 | 4% | -4% | 1 | 5 | i | 35
CC(C)CC(c1nnnn1C1CCCC1)N1CCN(c2ccccc2F)CC1 (centres undefined) | 5% | 0.2% | -0.8% | i | 1.2 | -0.3 | 1020 | -2% | 3% | 5 | -10 | i | 13
O=C(c1ccc(S(=O)(=O)N2CCCC2)cc1)N1CCCCCC1 | 13% | 1.1% | -0.1% | i | 0.0 | 1.2 | 1228 | -13% | . | . | . | i | 59
COc1ccc(OC)c(C2C(C(=O)Nc3ccc(F)cc3)=C(C)Nc3nc(CCCO)nn32)c1 (centres undefined) | -6% | 1.1% | 0.3% | i | 2.4 | 0.7 | 1001 | -11% | 9% | 8 | 6 | . | .
Cc1nn(-c2ccccc2)c(Cl)c1C(=O)NNC(=O)c1ccncc1 | 5% | -0.5% | . | i | 0.5 | . | . | . | . | . | . | i | 19
Cc1ccc(NC(=O)c2nc[nH]c2C(=O)N(C)Cc2ccccc2)cc1 | 7% | 2.8% | . | i | 1.6 | . | . | . | . | . | . | i | 42
CC(=O)c1ccc(C(=O)N2CCCC(CNC(=O)c3ccccc3Cl)C2)cc1 (centres undefined) | 5% | 0.1% | -0.5% | i | 1.1 | . | . | 5% | 11% | . | . | i | 38
COc1ccccc1NCC(=O)N/N=C(\C)c1cccs1 | 2% | -0.3% | 0.5% | i | 0.4 | -0.7 | 529 | -5% | 6% | -5 | 3 | i | 62

Three entries out of the list above, ordered by their value in WT yeast gro inh mutant strain, rising.
molecule | WT yeast gro inh mutant strain
COc1ccc(OC)c(C2C(C(=O)Nc3ccc(F)cc3)=C(C)Nc3nc(CCCO)nn32)c1 (centres undefined) | 6
CN1C(=S)SC(/[N+]([O-])=C\c2ccco2)C1(C)C (centres undefined) | 9
O=C(N/N=C/c1cccc([N+](=O)[O-])c1)c1cccc(Br)c1 | 13

Further entries.
Compound | MgcRacGAP inhibition | RSV CPE inhibition | West Nile virus CPE | Myeloid diff 2 | Myeloid diff 2 GFP+ MAC1+ % | bCat nuc transl | bCat nuc transl cell count 5 µM | Salmonella PhoP GFP | Large T inhibition | WT yeast gro inh | WT yeast gro inh mutant strain | T cell HTS | T cell HTS vesicle-bound %
CCC(OC(=O)c1nsc(Cl)c1Cl)C(=O)NC(C)(C)C (centres undefined) | -1% | -0.4% | -0.1% | i | 0.1 | -0.8 | 983 | -6% | 7% | 6 | 9 | i | 32
CC(C)(C)C(=O)Nc1nnc(CCc2ccccc2)s1 | 7% | 2.8% | 0.1% | i | 0.8 | . | . | -3% | 21% | . | . | i | 40
CCc1cccc(NC(=S)N(CCN(C)C)C2CCN(C(C)C)CC2)c1 | . | 5.2% | 1.1% | i | 0.1 | . | . | -11% | 11% | . | . | i | 45
CC(CCc1ccccc1)NC(=O)C(=O)Nc1ccccc1 (centres undefined) | 3% | 1.9% | -0.2% | i | 0.9 | -1.3 | 1103 | -11% | 7% | -9 | -11 | i | 28
COc1nc(N/N=C/c2ccc(C)cc2)nc(N2CCCCC2)n1 | 8% | 6.6% | 1.7% | i | 0.6 | 1.6 | 1085 | 9% | 7% | -2 | 5 | i | 26
COc1ccc(C(=O)NCCc2cnc[nH]2)cc1OC | -2% | 0.2% | -0.2% | i | 0.3 | . | . | 2% | 4% | . | . | i | 11
Cn1cc(C2=C(c3ccc(Cl)cc3Cl)C(=O)NC2=O)c2ccccc21 | -2% | -0.2% | ? | + | 6.3* | . | . | -20% | 8% | . | . | i | 28
Cc1oc2nc(SCCCC(=O)NCCCO)nc(N)c2c1C | 5% | -0.1% | . | i | 0.6 | . | . | 1% | 2% | 14 | 19 | i | 31
CC1(NC(=O)CSc2nnc(-c3c[nH]c4ccccc34)n2C2CC2)CCS(=O)(=O)C1 (centres undefined) | 4% | -0.3% | . | i | 0.6 | . | . | . | . | . | . | i | 32
Cc1cc([N+](=O)[O-])ccc1NC(=O)c1ccc(NC(=O)C(C)C)cc1 | 4% | 3.7% | -0.5% | i | 0.3 | -2.2 | 1113 | -6% | 4% | 5 | 9 | i | 36
O=C(O)c1cccc(S(=O)(=O)Nc2ccc(O)c(Sc3nc4ccccc4s3)c2)c1 | 14% | -0.7% | 0.9% | i | 0.3 | -2.7 | 1053 | -10% | 8% | 13 | -2 | i | 59
CC1=C(C)CC(C(=O)NCc2ccccc2F)C(C(=O)O)C1 (centres undefined) | -3% | 0.9% | 0.0% | i | 0.7 | . | . | -8% | 8% | . | . | i | 62
O=c1[nH]c(CN2CCN(c3ccc([N+](=O)[O-])cc3)CC2)nc2ccsc12 | 7% | ? | 0.0% | i | 0.4 | -0.1 | 1098 | -2% | -9% | -3 | -19 | i | 44
CCn1cc(C(=O)NCCCOC(C)C)c(=O)c2cc(S(=O)(=O)N3CCCC3)ccc21 | . | 2.7% | -0.3% | i | 1.3 | . | . | -3% | 6% | . | . | i | 54
CCN(CC)c1ccc2cc(-c3nnc(-c4ccccc4)o3)c(=O)oc2c1 | 5% | -0.4% | -0.2% | + | 59* | -1.5 | 1246 | 5% | 5% | -15 | -10 | i | 12
O=C(NC1CCCCC1)Oc1cccc2ccccc12 | 9% | 0.3% | -0.4% | i | 0.6 | -2.0 | 1007 | 0% | 12% | -1 | -13 | i | 59
Cc1ccc(NC(=O)c2ccc3c(c2)N(CC(=O)NC(C)C)C(=O)C(C)(C)O3)cc1 | 2% | 1.0% | 0.1% | i | 1.9 | . | . | 4% | 6% | . | . | i | 24
Cn1cnc2c(NCc3ccco3)ncnc21 | 10% | 0.3% | -0.6% | i | 2.1 | -2.0 | 1087 | 2% | 3% | -4 | -4 | i | 29
COc1ccc(-n2nc3c(c2NC(=O)c2ccco2)CS(=O)(=O)C3)cc1 | 11% | -0.3% | 0.0% | i | 2.2 | . | . | -2% | 14% | . | . | i | 48
CCOC(=O)C(=Cc1cn(C)c2ccc(S(=O)(=O)N(C)C)cc12)C(=O)OCC | 5% | -0.6% | 0.4% | i | 0.2 | 1.0 | 1060 | 5% | 27% | 1 | 4 | i | 3
Cc1c(C(=O)Nc2ccccc2)cnn1-c1ccccc1 | 10% | 3.1% | . | i | 0.5 | . | . | . | -3% | . | . | i | 52
O=C(O)Cc1ccc(NC(=O)c2cccs2)cc1 | 5% | 0.6% | 0.4% | i | 2.9 | . | . | -18% | -4% | -5 | 16 | i | 22
O=C(Nc1cc(C(F)(F)F)ccc1N1CCOCC1)C1=NN(c2ccccc2)C(=O)CC1 | 8% | 5.7% | -0.4% | i | 2.8 | . | . | 1% | 9% | . | . | i | 35
CCOc1cc(/C=N/NC(=O)c2cccnc2)ccc1OCC(=O)N(C)C | 1% | 1.7% | . | i | 0.5 | -0.3 | 1073 | -1% | 4% | 9 | -13 | i | 54
Cc1ccc(C(=O)N/N=C/c2ccc([N+](=O)[O-])s2)cc1 | 10% | 3.3% | -0.3% | ? | . | 3.0 | 1388 | 17% | 4% | 22 | -3 | i | 59
Cc1ccc([N+](=O)[O-])cc1NC(=O)C[n+]1ccccc1 | 8% | -0.6% | -0.7% | i | 0.9 | 0.9 | 1567 | -1% | 9% | -10 | 11 | i | 28
